Akt phos inh: inhibitors of Akt phosphorylation; Neuro2A IGF-stimulated pAkt S473 HTRF, 20 min; active compounds read low; activity change, % for hits at 50 µM; hit rate 0.32% among 360,000; in the data active = activity change below about -80%; inconclusive = mostly about -51% to -80%; note: % is set by controls: 0 for no effect and ±100 for the full control effect
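Neuro2A cells (4,500/well, DMEM with 0.5% FBS) were treated with compound at a single 50 µM final concentration, stimulated with 6 nM IGF for 20 min at 37 °C, and lysed. Phospho-Akt Ser473 was read by HTRF as 665/615 ratio ×10^4.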
A549 tox: A549 cytotoxicity, counter-screen for Nrf2 inhibitors. A549 ARE-Fluc cells, CellTiter-Fluor viability, 18-24 h. Potency, µM (doses to about 46 µM), for the others: at the top dose activity change, negative = cytotoxicity, usual class: inhibitors. hit rate 0.16% among 390,000. AID 504648; note: potency is the fitted concentration of half-maximal effect; % is set by controls: 0 for no effect and ±100 for the full control effect
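Cytotoxicity counterscreen: CellTiter-Fluor fluorescence was measured in A549 ARE_Fluc cells after 18-24 h of compound exposure in a concentration series. The subsequent BugLite luminescent read reports ARE-luciferase activity.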
Nrf2 activator: activates Nrf2 signaling. AREc32 ARE-luciferase reporter (MCF7-derived line), luminescence, 24 h. Potency, µM (doses to about 46.1 µM), for the others: at the highest dose activation, usual class: activators. hit rate 0.31% among 410,000. AID 624171; note: potency is the fitted concentration of half-maximal effect; % of control where 0% means no effect; nearly all actives have a fitted effect of over 65% in size
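AREc32 cells carrying an ARE-driven firefly luciferase, 1000 cells/well in OPTI-MEM with 5% FBS, dosed after overnight attachment and incubated 24 hr at 37 deg C. Steady-Glo luminescence read after 30 min at RT.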
ATXN viability: viability counter-screen for ATXN expression inhibitors; S2 cells (HEK-293 line with an ATXN2-luciferase reporter) viability, CellTiter-Fluor protease fluorescence, 24 h; Potency, µM (top dose mostly 56.7 µM), usual class: cytotoxic; hit rate 0.49% among 400,000; note: potency is the fitted concentration of half-maximal effect; nearly all actives have a fitted effect of over 40% in size
TGFb SMAD3 inh: inhibitors of TGF-b signaling | Potency, µM (titrated, usually from 46.1 µM), inactives show at the top dose activity, negative = inhibition, hits mostly inhibitors | HepG2 CAGA-GFP TGF-b/SMAD3 reporter, GFP fluorescence, 18 h; TGF-beta stimulated, 500 pg/mL final | hit rate 1.2% among 410,000; note: potency is the fitted concentration of half-maximal effect; % is set by controls: 0 for no effect and ±100 for the full control effect; nearly all actives have a fitted effect of over 65% in size
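Smad-responsive CAGA-GFP expression was quantified in HEPG2 cells exposed to compounds and 500 pg/mL final TGF-beta for 18 h at 37 degrees C; unstimulated wells defined full inhibition.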
Nrf2 block: blocks Nrf2 signaling. A549 ARE-Fluc reporter, luciferase luminescence, 18-24 h. Potency, µM (doses to about 46 µM), for inactives: at the top dose activity change, negative = inhibition, most hits filed as inhibitors. hit rate 2.1% among 360,000; note: potency is the fitted concentration of half-maximal effect; % is set by controls: 0 for no effect and ±100 for the full control effect; nearly all actives have a fitted effect of over 60% in size
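In this cell-based qHTS, ARE-driven firefly luciferase in A549 cells reports Nrf2 activity; the luminescent signal after BugLite lysis is the measured value, with a prior CellTiter-Fluor read for cell health.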
CCT chaperon mod: cytosolic chaperonin activity modulation. hit rate 0.3% among 360,000. activity change, % (no concentration beside the values), hits read low. AID 651819. purified chaperonin ATPase assay, HTRF ADP detection, 30 min; in the data active = activity change below about -30%; note: % is set by controls: 0 for no effect and ±100 for the full control effect
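Nucleotide hydrolysis assay: TRiC at 20–40 nM final (set by batch activity) with 10 uM ATP, 30 min at 37 °C, in presence of 76 uM compound. Detection by competitive ADP HTRF, 30 min ambient.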
Mm-Cpn inhibitor: blocks the Methanococcus maripaludis chaperonin Mm-Cpn; purified Mm-Cpn ATPase, ADP Transcreener TR-FRET; hit rate 0.031% among 330,000; Potency, µM (top dose mostly 76.9 µM), for the others: top-dose activity, negative = inhibition, usual class: inhibitors; note: potency is the fitted concentration of half-maximal effect; % is set by controls: 0 for no effect and ±100 for the full control effect; nearly all actives have a fitted effect of over 80% in size
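Purified archaeal chaperonin (25 nM final) was preincubated with compound for 10 min at 37°C, then ATP (10 uM final) was added for 30 min at 37°C in Tris pH 7.4/KCl/MgCl2/DTT buffer. ADP was quantified by HTRF Transcreener TR-FRET.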
HepG2 tox: kills HepG2 cells in TGF-b inhibitor counter-screen | HepG2 CAGA-GFP viability, ATP luminescence, 18 h | Potency, µM (titrated, usually from 46.1 µM), for inactives: at the highest dose activity change, negative = cytotoxicity, usual class: cytotoxic | hit rate 0.76% among 410,000 | AID 588856; note: potency is the fitted concentration of half-maximal effect; some results filed as inactive show a strong effect at the top dose
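CellTiter-Glo luminescence gave cytotoxicity after 18 hours at 37 degrees C. The cells were HepG2 CAGA-GFP in 1% FBS DMEM, stimulated with 500 pg/mL TGF-beta after compound addition. %Activity was normalised to no-cell wells (complete cell-killing) and DMSO (no toxicity), and curves were fitted and classified.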
* hit, by the source's call; i = inactive; ? = inconclusive; / = no result given; & = joins results of further samples; [ ] = remark or other dose. Unless noted, calls come from the whole dose curve; as a rule, active = well fitted curve in the direction sought with a large enough effect; inconclusive = small, poorly fitted or top-dose-only effect, or another doubt; inactive = no such curve, though single readings can be large; an effect the other way counts as inactive or inconclusive. Rows were taken by chance; any-hit rate near 4.4%.

Values run as follows: Akt phos inh	A549 tox	Nrf2 activator	ATXN viability	TGFb SMAD3 inh	Nrf2 block	CCT chaperon mod	Mm-Cpn inhibitor	HepG2 tox
O=C1S/C(=C\c2ccc(O)c([N+](=O)[O-])c2)C(=O)N1c1ccccc1Cl
  i	?	6.1%	/	?	?	-2.3	-3.0%	-42.9%
CCc1ccc(NCc2cc3cc4c(cc3n(CC(=O)Nc3ccccc3C)c2=O)OCCO4)cc1
  /	0.0%	3.1%	i	-7.5%	14.7%	/	/	-16.1%
O=C(Cc1ccccc1)NCC(=O)OCC(=O)c1ccc([N+](=O)[O-])cc1
  i	8.0%	1.0%	i	2.1%	3.1%	-0.2	2.2%	12.2%
C/C=C(\C)CN1CCC(n2nccc2NC(=O)CCOc2ccccc2)CC1
  i	-1.9%	-0.1%	i	18.6%	5.7%	-0.3	0.5%	0.0%
Cc1cc(C2=NNC(=NC3CC3)SC2)c(C)n1Cc1ccco1
  i	-4.0%	-1.1%[9.22 µM]	?	?	?	2.9	-1.4%	-40.8%
C=C1N(c2ccccc2)C(=O)OC1(C)C
  i	0.1%	-0.1%	?	-7.0%	-16.3%	-1.1	0.9%	18.2%
Cc1ccc(S(=O)(=O)c2ccc(Cl)cc2)cc1S(=O)(=O)N(C)CC(=O)O
  i	0.2%	5.6%	i	3.7%	1.0%	1.3	1.2%	-81.5%
Cc1cc(C(=O)N2CCN(c3cccc(C)c3C)CC2)c2c(C)nn(-c3ccccc3)c2n1
  /	1.2%	-1.3%	i	15.3%	?	/	/	-8.2%
O=C(NCCc1ccc(Cl)cc1)c1cnc2sc(N3CCCCC3)nn2c1=O
  /	-4.2%	-0.5%	i	-1.7%	40.1%	/	/	-2.7%
Cc1ccccc1C(=O)Nc1sc2c(c1C(=O)NCc1ccco1)CCC(C(C)(C)C)C2 (stereo unspecified)
  /	25.3%	1.0%	/	/	13.8%	/	/	-1.4%
Cc1ccc(C(=O)N(Cc2nc(-c3ccc(C)cc3)no2)C(C)C)cc1
  i	3.6%	-0.3%	i	14.5%	-15.4%	-0.2	0.7%	1.5%
COc1ccc(C(CC(=O)O)NS(=O)(=O)c2ccc(C)cc2)cc1 (stereo unspecified)
  i	8.0%	-0.3%	i	-1.0%	/	-1.3	0.0%	-16.8%
COc1ccc(CCN2CC(C(=O)NCc3ccon3)CCC2=O)cc1 (stereo unspecified)
  i	/	-0.9%	i	-11.3%	/	1.4	/	-0.7%
COCCN(CCOC)C(=O)c1ccc(SCc2ccc(C)cc2)c([N+](=O)[O-])c1
  i	4.2%	-0.4%	i	1.9%	-11.1%	-1.9	-2.1%	-1.3%
COc1ccccc1CN(C)S(=O)(=O)c1cccs1
  i	-1.9%	0.1%	i	-1.3%	16.5%	-0.6	-3.0%	-1.3%
CN(C)/C=N/c1cc(=O)n(C)c(=O)n1Cc1ccccc1
  i	5.1%	12.0%	i	?	-13.7%	1.5	-0.3%	-16.9%
O=C(Nc1ccccn1)C1CCN(S(=O)(=O)c2ccc3c(c2)OCCCO3)CC1
  i	-0.6%	-0.1%	i	-17.2%	?	-3.2	1.8%	-7.9%
Cc1ccc([C@@H]2CC=C(C(=O)O)[C@H](c3ccc(Cl)cc3)N2S(=O)(=O)c2ccc(C)cc2)cc1
  i	-3.4%	2.8%	i	?	-6.4%	2.4	1.8%	-16.5%
CCOCCCNC(=O)C1CCC(CNS(=O)(=O)c2ccc(F)cc2)CC1 (stereo unspecified)
  i	-6.7%	-0.4%	i	18.4%	0.9%	-2.1	-2.6%	23.9%
Cc1ccc(-c2nnc3sc(CCc4ccccc4)nn23)cc1
  i	-2.1%	2.1%	i	-5.7%	?	2.0	0.2%	-10.6%
O=C(COc1ccccc1C(=O)c1cnn(-c2ccccc2)c1)Nc1ccccc1
  i	0.1%&-2.9%	5.8%	i	-8.8%	?	-1.3	0.3%	19.4%
C=C1SC(Nc2c(C)cc(C)cc2C)=NC12CCCCC2
  i	?	4.2%	?	?	?	0.2	2.8%	-24.8%
COCCOC1CCN(C(=O)c2cc(COc3ccc(-n4cncn4)cc3)on2)CC1
  i	2.5%	0.2%	i	-2.6%	-8.4%	-3.7	0.7%	14.2%
COc1cc(C2C(C#N)=C(N)Oc3n[nH]c(C)c32)ccc1OC(=O)c1ccccc1 (stereo unspecified)
  i	-0.4%	9.0%	i	-5.5%	3.6%	-3.0	0.2%	-1.9%
C=C(c1ccc(O)cc1)c1ccc(O)cc1
  i	-23.7%	?	i	?	-21.5%	-6.1	3.1%	-21.5%
CN(C)S(=O)(=O)c1ccc(Cl)c(NC(=O)CN2CCN(c3ccccn3)CC2)c1
  i	1.3%	0.2%	i	18.4%	-29.1%	0.4	-0.9%	8.3%
O=C(CN1C(=O)NC2(CCCCCC2)C1=O)Nc1ccc(S(=O)(=O)N2CCOCC2)cc1
  /	11.7%	0.0%	i	?	18.0%	2.2	-3.2%	-2.1%
COC(=O)c1c(SCC(=O)Nc2ccccc2OC)[nH]c2ccccc2c1=O
  /	9.9%	10.2%	?	?	-10.5%	/	/	-20.4%
S=C(NCc1ccco1)N1CCN(c2ccccc2Cl)CC1
  i	0.6%	3.0%	i	11.2%	-5.2%	1.4	-2.9%	-12.9%
COc1cc2c(cc1OC)CN(S(=O)(=O)/C=C/c1ccccc1)CC2
  i	12.9%	0.2%	i	-9.7%	-17.9%	2.1	-0.5%	-8.7%
CN1C(=O)c2ccccc2C(C(=O)NCCCN2CCCC2=O)C1c1c[nH]c2ccccc12 (stereo unspecified)
  i	2.8%	1.3%	i	24.0%	/	2.7	1.3%	8.7%
O=C(NC12CC3CC(CC(C3)C1)C2)N1CCN(C2CCCCC2)CC1
  i	1.5%	0.3%	i	-30.0%	11.1%	-2.0	2.4%	-18.2%
Brc1ccc(-c2cn3cccnc3n2)cc1
  i	15.4%	3.5%	i	9.4%	?	-1.3	1.5%	-11.9%
Cc1ccccc1NC(=O)CSC(N)=O
  i	0.2%	25.7%	i	-1.8%	/	-2.6	0.3%	-4.5%
COc1ccc(C(=O)COC(=O)CCN2C(=O)[C@@H]3[C@H](C2=O)[C@@H]2C[C@H]3C(Br)C2Br)cc1 (stereo partly specified)
  i	2.6%	-0.8%	i	7.7%	10.3%	1.6	-0.3%	3.5%
C/C(=N\N=c1/sc2ccccc2n1C)c1ccc(N2CCOCC2)cc1
  i	-3.5%	4.3%	i	?	23.0%	-5.3	-1.0%	4.6%
CCCNC(=O)C1(S(=O)(=O)c2ccccc2)CC=CC1
  i	-1.8%	-0.6%	i	16.6%	2.9%	-2.4	-0.8%	25.1%
COc1ccc(/C=C/c2nc3ccccc3c(=O)n2-c2cccc(C(=O)O)c2)cc1
  i	-7.3%	0.0%	i	-9.0%	6.4%	-1.4	2.7%	-8.0%
COCCN1C(=O)N[C@@H](c2ccco2)C(C(=O)OC)=C1C
  i	5.1%	0.5%	i	16.2%	-16.3%	1.1	/	-1.8%
O=C(NC1CCCCC1)c1ccc(CS(=O)(=O)c2ccc(Cl)cc2)o1
  /	0.4%	-0.6%	i	-15.8%	?	-2.8	-3.4%	-27.2%

Complete entries as entered above. Screens in order: Akt phos inh	A549 tox	Nrf2 activator	ATXN viability	TGFb SMAD3 inh	Nrf2 block	CCT chaperon mod	Mm-Cpn inhibitor	HepG2 tox
COCCN1C(=O)N[C@@H](c2ccco2)C(C(=O)OC)=C1C is listed with i	5.1%	0.5%	i	16.2%	-16.3%	1.1	/	-1.8%
CN(C)S(=O)(=O)c1ccc(Cl)c(NC(=O)CN2CCN(c3ccccn3)CC2)c1 is listed with i	1.3%	0.2%	i	18.4%	-29.1%	0.4	-0.9%	8.3%

(continued)
Values run as follows: Akt phos inh	A549 tox	Nrf2 activator	ATXN viability	TGFb SMAD3 inh	Nrf2 block	CCT chaperon mod	Mm-Cpn inhibitor	HepG2 tox
c1ccc2c(c1)OC1OC2Oc2ccccc21
  i	-3.8%	0.3%	i	-21.6%	-14.6%	-0.3	/	-19.0%
CCCN(CC(=O)Nc1ccccc1OC)C(=O)Cc1ccc2c(c1)CCC2
  i	-11.0%	0.5%	i	-21.8%	-11.8%	-1.5	0.5%	-20.3%
C=C1CCC[C@]2(C)C[C@H]3OC(=O)C(CN4CCCCC4CO)[C@H]3CC12 (stereo partly specified)
  i	-6.3%	?	i	?	?	-5.6	0.7%	-65.5%
CNc1cc(-n2nc(C)cc2-c2ccccc2)ncn1
  i	-7.7%	0.0%	i	-8.5%	-2.2%	-2.5	-1.4%	-13.5%
COc1ccccc1OC(C)C(=O)Nc1c(C(=O)c2ccc(Cl)cc2)oc2ccccc12 (stereo unspecified)
  /	-1.6%	4.5%	i	1.6%	9.3%	/	/	-1.4%
CCC(C)n1ncn(-c2ccc(N3CCN(c4ccc(OC)cc4)CC3)cc2)c1=O (stereo unspecified)
  i	-14.6%	0.2%	i	-5.8%	-17.3%	-1.8	1.1%	1.2%
Fc1ccc(CNC(=S)Nc2cccc(Cl)c2)cc1
  i	2.7%	2.5%	i	?	-13.3%	-0.2	-0.5%	-65.6%
COc1cc(C(=O)NCc2ccc(C)cc2)ccc1OC(F)F
  i	18.9%	3.0%	i	-22.1%	?	-0.1	1.1%	-15.5%
CCCCC(=O)C1=C(N2CCCC2)CC(C)(C)CC1=O
  i	1.4%	5.3%	i	2.4%	-4.3%	1.6	/	-5.1%
CCCN1CCN(C(=S)Nc2sc(CC)cc2C(=O)OC)CC1
  i	0.2%	-0.2%	i	-18.9%	-0.9%	-0.7	-0.6%	-12.9%
COc1ccc(OC)c(Cc2nnc(CCC(=O)NC3CCCC3)o2)c1
  i	7.6%	0.3%	i	-14.8%	?	0.3	0.4%	-6.9%
Cc1nn(C)cc1CNC(=O)Nc1ccc(Cl)cc1
  i	6.5%	2.9%	i	9.8%	6.8%	-2.0	0.7%	-17.2%
